# Screens from PubChem.
# rCAG RNA binder: r(CAG) repeat RNA binding. 370,000 compounds, 1.3% hits. AID 651821. inhibition, % at 3 µM. TO-PRO-1 dye displacement fluorescence;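 active = inhibition above the plate cutoff, the mean of all test compounds on that plate plus 3 SD, cut at about 35% in these data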;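 note: 0% = DMSO alone and 100% = 100 µM mitoxantrone as full dye displacement; higher means more dye released from RNA so lower well fluorescence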
# PRMT1 FP inh: blocks human protein arginine methyltransferase 1 | inhibition, % at 2.79 µM | recombinant PRMT1, activity-based probe fluorescence polarization | 370,000 compounds, 1.3% hits;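 active = inhibition above about 21% made by adding two undisclosed values, limit read from the data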
# PG9 binder: binds the HIV-1 gp120 antibody PG9. TR-FRET gp120-PG9 antibody binding. inhibition, % at 6.7 µM. 360,000 compounds, 0.43% hits; in the data active = inhibition above about 8.5%
# ABHD4 inh: ABHD4 (mouse) inhibition, primary FP screen | 370,000 compounds, 0.54% hits | AID 720543 | inhibition, % at 8.92 µM | purified mABHD4, FP-Rh probe fluorescence polarization | Q8VD66;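 active = inhibition exceeding the mean over every tested compound plus 3 SD, cut at about 30% in these data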;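 note: 0% = plate median of compound wells and 100% = S159A mutant with DMSO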
#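 Doses – 8.92 µM, single dose · Material – wild-type mouse ABHD4 protein · Replication – single well per compound (singlicate) · Measure – percent inhibition of probe binding, normalized to plate controls · Schedule – 45 min compound pre-incubation plus 60 min probe step, 25 °C · Detection – fluorescence polarization with parallel and perpendicular emission, 525/598 nm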
# TCR-CD3 inh: blocks the human TCR-CD3 interaction; TAMRA-labeled TCR probe fluorescence, biochemical; inhibition, % at 9.4 µM; 360,000 compounds, 0.37% hits; in the data active = inhibition above about 19%;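 note: recombinant mutant TCR 2C K166C tagged with TAMRA read by polarization; 0% = receptor in buffer alone and 100% = receptor with positive control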
# HTRA1 inh: blocks human HTRA1 serine peptidase | recombinant HTRA1, FP-rhodamine activity-based probe, fluorescence polarization | inhibition, % at 5.96 µM | 340,000 compounds, 0.5% hits | AID 504803; in the data active = inhibition above about 36%;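 note: 0% = enzyme with DMSO and 100% = wells lacking enzyme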
# SIAE inh: inhibitors of human sialic acid acetylesterase SIAE; Q9HAT2; SIAE FP-Rh probe binding, fluorescence polarization; inhibition, % at 9.66 µM; 370,000 compounds, 0.69% hits;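 active = inhibition above a cutoff: mean of compounds within the control limits plus 3 SD of those, cut at about 17% in these data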;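 note: 0% = plate median of compound wells and 100% = probe without SIAE protein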
# Target sequence (Q9HAT2 whole entry, looked up): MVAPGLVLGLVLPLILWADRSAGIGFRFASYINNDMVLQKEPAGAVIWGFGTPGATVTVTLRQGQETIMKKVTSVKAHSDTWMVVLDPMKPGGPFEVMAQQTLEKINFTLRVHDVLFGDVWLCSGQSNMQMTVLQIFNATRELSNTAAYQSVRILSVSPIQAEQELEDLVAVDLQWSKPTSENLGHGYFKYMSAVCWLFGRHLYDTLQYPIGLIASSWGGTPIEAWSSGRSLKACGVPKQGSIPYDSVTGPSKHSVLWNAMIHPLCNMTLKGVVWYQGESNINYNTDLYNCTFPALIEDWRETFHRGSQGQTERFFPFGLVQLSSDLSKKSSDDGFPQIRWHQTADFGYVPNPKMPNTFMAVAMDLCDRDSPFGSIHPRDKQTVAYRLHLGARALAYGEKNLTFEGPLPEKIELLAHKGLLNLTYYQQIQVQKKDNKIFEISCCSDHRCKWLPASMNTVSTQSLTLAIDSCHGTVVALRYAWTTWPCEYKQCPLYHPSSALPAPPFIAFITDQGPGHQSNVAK
# LEDGF integ inh: blocks HIV-1 LEDGF/p75-dependent DNA integration | AID 743269 | inhibition, % at 3.7 µM | 370,000 compounds, 0.64% hits | TR-FRET IN-LEDGF/p75 DNA integration, Eu/Cy5;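 active = inhibition above the screen-wide mean plus 3 SD, cut at about 13% in these data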;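 note: signal is the Cy5 over europium emission ratio at 671 and 618 nm; 0% = plate median of compound wells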
# TDP2 absorb: blocks human TDP2 phosphodiesterase activity; O95551; recombinant TDP2, T5PNP hydrolysis, p-nitrophenol absorbance 415 nm; inhibition, % at 12.8 µM; 370,000 compounds, 0.34% hits;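 active = inhibition above the mean of all tested compounds plus 3 SD, set per campaign, cut at about 25% in these data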;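 note: 0% = DMSO with enzyme and 100% = buffer with substrate but no TDP2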
# Target sequence (O95551 whole entry, looked up): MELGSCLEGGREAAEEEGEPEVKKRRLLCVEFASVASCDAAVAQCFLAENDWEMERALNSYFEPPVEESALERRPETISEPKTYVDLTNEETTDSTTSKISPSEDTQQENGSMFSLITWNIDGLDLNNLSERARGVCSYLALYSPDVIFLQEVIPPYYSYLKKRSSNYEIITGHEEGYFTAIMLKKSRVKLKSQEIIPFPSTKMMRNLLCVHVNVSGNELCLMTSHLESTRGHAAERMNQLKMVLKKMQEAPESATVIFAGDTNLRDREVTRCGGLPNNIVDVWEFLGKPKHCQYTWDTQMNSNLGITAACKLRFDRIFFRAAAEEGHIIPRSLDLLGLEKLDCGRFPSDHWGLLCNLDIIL
#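 Evaluation: % inhibition relative to enzyme-containing and enzyme-free wells. Material: recombinant human TDP2. Benchmarks: enzyme-free and DMSO wells. Timing: enzyme reaction with compound for 2 h at 37 °C. Compound dosing: 12.8 µM only. Measured by: p-Nitrophenol epi absorbance. Reagent: T5PNP substrate at 5 mM, a TopII-DNA adduct mimic. Replication: single well per compound.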
# Rev-erbA mod: Rev-erb alpha (human) modulation; activity, % at 10 µM; P20393; 370,000 compounds, 0.79% hits; Rev-erbα–FITC-DNA binding, fluorescence polarization, 90 min;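 active = activity above about 14%, limit read from the data; passing the limit was not always enough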;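 note: 0% = DMSO wells with 35 nM protein and 100% = DMSO wells with 750 nM protein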
# The depositor's hits bear a star; x = not tested or not shown; & = joins results of further samples. The list is partial (hit frequency here may not be typical).
# Start of the data: the first two compounds, to show the layout:
SMILES,rCAG RNA binder,PRMT1 FP inh,PG9 binder,ABHD4 inh,TCR-CD3 inh,HTRA1 inh,SIAE inh,LEDGF integ inh,TDP2 absorb,Rev-erbA mod
O=C(c1ccccc1)C1CCCN(Cc2nc(-c3cnccn3)no2)C1 (stereo not given),-2,-1,-1.1,5,8,-3,-3,-3,7,1
O=P(NC1CCCCC1)(Oc1ccccc1)Oc1ccccc1,-1,-1,-1.0,-1,4,-21,6,5,3,2

# The whole of this part, from the start:
SMILES,rCAG RNA binder,PRMT1 FP inh,PG9 binder,ABHD4 inh,TCR-CD3 inh,HTRA1 inh,SIAE inh,LEDGF integ inh,TDP2 absorb,Rev-erbA mod
O=C(c1ccccc1)C1CCCN(Cc2nc(-c3cnccn3)no2)C1 (stereo not given),-2,-1,-1.1,5,8,-3,-3,-3,7,1
O=P(NC1CCCCC1)(Oc1ccccc1)Oc1ccccc1,-1,-1,-1.0,-1,4,-21,6,5,3,2
COc1ccc(N2CCN(Cc3nc4ccccc4[nH]3)CC2)cc1,1,-11,-0.3,-6,-6,8,4,3,-21,0
O=c1[nH]c(=O)n(C2CCCCC2)c(O)c1C=Nc1ccc(N2CCOCC2)cc1,-1,-3,-1.2,4,4,3,10,-1,5,-1
O=C(Nc1ccc(Cl)cc1)O/N=C(\c1ccccc1)c1ccccn1,-1,-1,-0.7,4,-7,2,2,0,-2,-1
Cc1ccccc1NC(=O)NCCN1CC1,6,-2,1.9,-3,-6,-5,0,4,5,-2
CC12CCC(=O)C=C1CCC1C2CCC2(C)C1CCC2(O)CC#N (stereo not given),0,-1,0.7,5,2,-2,4,2,-7,2
O=C1CC[C@@]2(O)[C@H]3Cc4ccc(O)c5c4[C@@]2(CCN3CC2CC2)C1O5 (stereo not given in full),5&-1,-4&8,-0.8&-1.3,1&-8,-10&-3,x,2&-1,2&-6,-7&-14,2&2
CCC(c1nnnn1Cc1ccccc1)N1CCC(n2c(=O)[nH]c3ccccc32)CC1 (stereo not given),0,-1,-1.4,2,3,x,5,0,9,5
CC(C)C(=O)Nc1ccc(N2CCN(C)CC2)c(F)c1,0,-4,-0.9,-7,0,-4,1,2,4,4
CCCCn1c(O)c(C=Nc2c(C)n(C)n(-c3ccccc3)c2=O)c(=O)[nH]c1=O,3,5,-0.9,7,-3,1,6,3,2,0
CCOC(=O)C1=C(C)OC(N)=C(C(=O)OC)C12C(=O)Nc1ccc(Br)cc12 (stereo not given),-1,5,0.5,-7,-9,7,-4,1,-10,4
COc1ccc(CCNCc2ccsc2)cc1OC,-2,6,-0.2,4,-10,-1,-6,-5,-3,1
O=c1[nH]c(=O)n(C2CCCCCC2)c(O)c1C=NCc1cccnc1,-3,2,-1.4,-2,-5,-2,-2,-1,-11,5
Cn1c(O)c(C=Nc2ccccc2)c(=O)n(C)c1=O,3,3,-1.7,6,-11,-3,9,-5,15,0
CCOc1cc(C=C2C(=O)NC(=O)NC2=O)cc([N+](=O)[O-])c1O,-3,12,-5.2,4,9,x,-1,-2,5,-3
CCN(CC)c1ccc(CNCCc2ccccc2F)cc1,7,0,-1.2,3,0,6,8,0,-7,-2
CC(N)Cc1c[nH]c2ccc(OCc3cccs3)cc12 (stereo not given),10,-3,-1.1,4,-1,10,4,3,-8,0
O=c1c(C=NCc2cccs2)c(O)n(C2CCCCC2)c(=O)n1C1CCCCC1,3,-3,0.3,-15,-4,-4,-9,1,-14,63*
Clc1ccc(COC(Cn2ccnc2)c2ccc(Cl)cc2Cl)c(Cl)c1 (stereo not given),3&0,-1&-5,-1.5&-0.8,7&4,-4&-4,-61&-62,-3&-5,7&9,6&-9,8&12&0

# In a second layout: 16 of the compounds above
# Second line of a record – rCAG RNA binder, PRMT1 FP inh, PG9 binder, ABHD4 inh, TCR-CD3 inh, HTRA1 inh, SIAE inh, LEDGF integ inh, TDP2 absorb, Rev-erbA mod
COc1ccc(N2CCN(Cc3nc4ccccc4[nH]3)CC2)cc1
 : 1, -11, -0.3, -6, -6, 8, 4, 3, -21, 0
O=c1[nH]c(=O)n(C2CCCCC2)c(O)c1C=Nc1ccc(N2CCOCC2)cc1
 : -1, -3, -1.2, 4, 4, 3, 10, -1, 5, -1
O=C(Nc1ccc(Cl)cc1)O/N=C(\c1ccccc1)c1ccccn1
 : -1, -1, -0.7, 4, -7, 2, 2, 0, -2, -1
Cc1ccccc1NC(=O)NCCN1CC1
 : 6, -2, 1.9, -3, -6, -5, 0, 4, 5, -2
CC12CCC(=O)C=C1CCC1C2CCC2(C)C1CCC2(O)CC#N (stereo not given)
 : 0, -1, 0.7, 5, 2, -2, 4, 2, -7, 2
O=C1CC[C@@]2(O)[C@H]3Cc4ccc(O)c5c4[C@@]2(CCN3CC2CC2)C1O5 (stereo not given in full)
 : 5&-1, -4&8, -0.8&-1.3, 1&-8, -10&-3, x, 2&-1, 2&-6, -7&-14, 2&2
CCC(c1nnnn1Cc1ccccc1)N1CCC(n2c(=O)[nH]c3ccccc32)CC1 (stereo not given)
 : 0, -1, -1.4, 2, 3, x, 5, 0, 9, 5
CC(C)C(=O)Nc1ccc(N2CCN(C)CC2)c(F)c1
 : 0, -4, -0.9, -7, 0, -4, 1, 2, 4, 4
CCCCn1c(O)c(C=Nc2c(C)n(C)n(-c3ccccc3)c2=O)c(=O)[nH]c1=O
 : 3, 5, -0.9, 7, -3, 1, 6, 3, 2, 0
CCOC(=O)C1=C(C)OC(N)=C(C(=O)OC)C12C(=O)Nc1ccc(Br)cc12 (stereo not given)
 : -1, 5, 0.5, -7, -9, 7, -4, 1, -10, 4
COc1ccc(CCNCc2ccsc2)cc1OC
 : -2, 6, -0.2, 4, -10, -1, -6, -5, -3, 1
O=c1[nH]c(=O)n(C2CCCCCC2)c(O)c1C=NCc1cccnc1
 : -3, 2, -1.4, -2, -5, -2, -2, -1, -11, 5
Cn1c(O)c(C=Nc2ccccc2)c(=O)n(C)c1=O
 : 3, 3, -1.7, 6, -11, -3, 9, -5, 15, 0
CCOc1cc(C=C2C(=O)NC(=O)NC2=O)cc([N+](=O)[O-])c1O
 : -3, 12, -5.2, 4, 9, x, -1, -2, 5, -3
CCN(CC)c1ccc(CNCCc2ccccc2F)cc1
 : 7, 0, -1.2, 3, 0, 6, 8, 0, -7, -2
CC(N)Cc1c[nH]c2ccc(OCc3cccs3)cc12 (stereo not given)
 : 10, -3, -1.1, 4, -1, 10, 4, 3, -8, 0

# Carrying on:
SMILES,rCAG RNA binder,PRMT1 FP inh,PG9 binder,ABHD4 inh,TCR-CD3 inh,HTRA1 inh,SIAE inh,LEDGF integ inh,TDP2 absorb,Rev-erbA mod
CCN1CCC2(CC1)NC(CO)(CO)CO2,2,0,2.4,0,2,2,-1,1,-7,8
O=C1c2ccccc2C(=O)N1Cc1nc2ccccc2c(=O)n1-c1ccccn1,-3,-1,-0.6,8,1,8,1,-2,2,-4
CCC1C2Cn3c(nc4ccccc43)C1N(C)O2 (stereo not given),6,5,-0.9,-2,-3,2,-2,-1,-8,-1
Cn1c(O)c(C=NCCN2CCOCC2)c(=O)n(C)c1=S,1,-6,-3.6,7,2,-2,-10,3,-7,1
NC(Cc1ccc(Cl)cc1)c1csc(Nc2ncccn2)n1 (stereo not given),20,1,0.3,2,-1,x,-2,5,-1,5
Cc1ncoc1C(=O)NCC1=C(c2ccc(S(C)(=O)=O)cc2)C[C@@H]2CC[C@H]1N2CCOc1ccccc1,3,-4,0.2,1,5,-1,0,8,0,-4
CCc1ccc(NC(=O)CN2CC(c3ccccc3)CC2=O)cc1 (stereo not given),-8,-1,0.3,1,-8,-6,7,-2,2,-6
COC(=O)C1=C(c2cc3ccccc3o2)C[C@@H]2CC[C@H]1N2C,-4,-1,-0.3,2,9,-2,4,-4,4,-4
COC(=O)C1=C(c2ccc(Cl)c(C(F)(F)F)c2)C[C@@H]2CC[C@H]1N2C(=O)NC1CCCCC1,-7,-1,-1.5,-12,0,-32,4,0,-2,-4
COC(=O)C1=C(c2ccc(-c3ccccc3)c(F)c2)C[C@@H]2CC[C@H]1N2C(=O)NCCOc1ccccc1,7,0,-0.5,-1,-5,-49,-15,2,-18,11
CCc1ccc(-n2c(O)c(C(C)=O)c(=O)[nH]c2=O)cc1 (tested in a mixture with another compound),6,0,1.3,-3,4,0,2,0,-7,4
N#Cc1c(Cl)nc(Cl)c2c1CCN(Cc1ccccc1)C2,5,3,-0.6,-9,6,1,-4,0,1,-4
O=C(c1ccccc1)C(Cc1ccccc1)N1CCOCC1 (stereo not given),-1,1,0.5,3,0,-4,2,2,5,2
O=C(Cc1ccccc1)N1CCN(CC2CC3C=CC2C3)CC1 (stereo not given),-8,-1,0.2,2,-4,-8,4,2,23,0
Cc1cccc(N2C(=O)NC(=O)/C(=C\C=C\c3ccco3)C2=O)c1,27,36*,-1.3,-1,-17,0,-14,31*,-1,3
CC(=NCCC1=CCCCC1)c1c(O)n(C)c(=O)n(C)c1=O,-4,1,-1.6,-2,-1,-6,1,-5,-4,-3
O=P(Nc1ccccc1)(Nc1ccccc1)Oc1cccc(Cl)c1,-2,-1,-1.4,-21,9,-38,-6,-3,7,-3
O=C(C(=O)N1CCC2(CC1)OCCO2)c1c[nH]c2ccccc12,-1,4,-2.0,3,-6,-1,-3,-3,-10,5
